From PubChem
Diaphorase inh – diaphorase inhibitors and chemical oxidizers, primary screen, counter-screen for diaphorase-coupled primary assays, biochemical, uHTS, resorufin fluorescence; diaphorase resazurin-to-resorufin fluorescence, NADH, 16 min; bacterial (C. kluyveri) enzyme, not human; inhibition, % at 20 µM; 190,000 tested, 0.69% active; AID 1217, 2008;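 active means primary screen inhibition at 20 µM above a set limit, cut at about 50% in these data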;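 further: plate controls were DMSO with full reaction for no effect and wells lacking NADH for full effect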
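System: Diaphorase enzyme from Clostridium kluyveri | Amount: Enzyme working solution with 0.14 U/mL diaphorase | Benchmarks: No-NADH positive control and DMSO neutral control | Signal: Fluorescence of resorufin formed from resazurin, Ex 544/Em 590 nm | Schedule: 16-min room-temperature incubation before reading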
RAM network inh – inhibitors of the yeast RAM network, primary screen, dse1pr::URA3 reporter, 5-FOA selection. S. cerevisiae dse1pr::URA3 reporter, 5-FOA growth OD615, 2 d; analog-sensitive cbk1-as2 kinase mutant strain. inhibition, % at 50 µM. 190,000 tested, 1.8% active;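 active means inhibition above a set limit, 3 SD over mean compound inhibition, cut at about 8.4% in these data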;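 further: 0% = DMSO-only wells with no growth and 100% = 10 µM 1-NA-PP1 full growth; inhibition rescues growth on 5-FOA so higher OD means more RAM inhibition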
S1P3 antag – S1P3 receptor antagonists, primary screen, cell-based; Sphingosine 1-phosphate receptor 3 (Homo sapiens), Q99500; CHO S1P3 NFAT-BLA reporter, FRET fluorescence, antagonist mode; inhibition, % at 4.98 µM; 170,000 tested, 0.27% active;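 active means inhibition above the plate cutoff, the mean inhibition of test wells on that plate plus 3 SD, cut at about 28% in these data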;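 further: cells challenged with S1P at its EC80 of 0.8 µM; blue over green emission ratio from cleaved BLA substrate after 4 h stimulation; 0% = S1P-stimulated wells and 100% = unstimulated DMSO-only wells; some compounds past the cut are filed as inactive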
Target sequence (Q99500 whole entry, looked up): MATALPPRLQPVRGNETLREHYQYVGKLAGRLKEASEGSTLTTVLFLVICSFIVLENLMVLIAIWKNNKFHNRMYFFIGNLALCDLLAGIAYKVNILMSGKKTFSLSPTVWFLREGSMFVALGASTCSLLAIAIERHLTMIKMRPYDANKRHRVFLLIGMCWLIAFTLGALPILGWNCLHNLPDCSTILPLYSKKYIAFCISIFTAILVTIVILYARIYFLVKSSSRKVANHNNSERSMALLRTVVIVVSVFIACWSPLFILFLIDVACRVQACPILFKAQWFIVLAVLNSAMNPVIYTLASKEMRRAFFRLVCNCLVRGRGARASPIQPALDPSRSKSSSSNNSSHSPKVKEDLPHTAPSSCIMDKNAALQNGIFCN
G6PDH counter – L. mesenteroides G6PDH inhibitors, counter-screen for G6PDH-coupled screening assays, biochemical, Leuconostoc mesenteroides enzyme | glucose-6-phosphate dehydrogenase [Leuconostoc mesenteroides] | Purified L. mesenteroides G6PDH, diaphorase/resazurin coupled fluorescence, 45 min | inhibition, % at 5 µM | 200,000 tested, 0.12% active | AID 1020, 2008
Diaph act CS – compounds boosting diaphorase resazurin reduction – biochemical, uHTS, resorufin fluorescence, counter-screen for diaphorase-coupled primary assays, primary screen; Diaphorase/resazurin coupled assay, 16 min; stronger effect = higher value; 1 = vehicle wells, 0 = NADH-free wells; activation factor at 20 µM; 190,000 tested, 0.005% active; AID 1229, 2008;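 active means diaphorase activity raised at least twofold by the compound at 20 µM; inactive means activation factor below 2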
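Test system: Clostridium kluyveri diaphorase, purified enzyme; input: enzyme 0.07 U/mL final; buffer or medium: 50 mM HEPES pH 7.4 with 4.542 mM MgCl2, 0.005% Tween 20; also added: 0.114 mM NADH and 0.1 mM resazurin, final amounts; schedule: 16 min enzyme reaction, ambient temperature; technique: fluorescence of resorufin, 544 nm excitation, 590 nm emission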
PMI act satM6P – human PMI activators, high substrate, primary screen, biochemical, fluorescence intensity, near-saturating mannose 6-phosphate. Mannose-6-phosphate isomerase (Homo sapiens), P34949. coupled PMI enzyme assay, resazurin fluorescence, 20 min; stronger effect = higher value; 1 = untreated enzyme, 0 = substrate-free blank. AID 1216, 2008. 190,000 tested, 0.34% active. activation factor at 20 µM;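 active means activation factor of 2 or more at 20 µM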
Target sequence (P34949 whole entry, looked up): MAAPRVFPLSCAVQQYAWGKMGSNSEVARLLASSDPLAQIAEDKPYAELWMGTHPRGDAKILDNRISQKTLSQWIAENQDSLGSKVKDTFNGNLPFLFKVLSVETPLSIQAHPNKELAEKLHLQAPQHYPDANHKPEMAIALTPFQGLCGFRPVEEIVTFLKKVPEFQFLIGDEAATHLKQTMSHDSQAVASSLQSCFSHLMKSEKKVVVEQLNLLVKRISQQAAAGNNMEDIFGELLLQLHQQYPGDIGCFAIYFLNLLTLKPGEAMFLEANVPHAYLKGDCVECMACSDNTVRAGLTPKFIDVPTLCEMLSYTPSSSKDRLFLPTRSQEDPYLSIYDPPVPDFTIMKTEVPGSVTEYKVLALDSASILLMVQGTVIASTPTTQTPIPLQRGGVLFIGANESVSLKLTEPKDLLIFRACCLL
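Test system: human phosphomannose isomerase with PGI, G6PDH, diaphorase coupling enzymes / Doses: 20 µM compound, 1% DMSO / Times: enzyme reaction with compound 20 min at room temperature / Measured by: Diaphorase-driven resazurin-to-resorufin fluorescence, excitation 544, emission 590 nm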
Redox H2O2 prof – compounds producing H2O2 with reducing agent – biochemical, NIH compound library profiling, artefact control for MLSCN library redox annotation, primary screen | AID 878, 2007 | activation, % at 10 µM | DTT-dependent redox cycling H2O2, phenol red/HRP absorbance; 100% = 100 µM peroxide control, 0% = buffer | 200,000 tested, 0.03% active;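 active means activation of at least 50% relative to the plate's high and low controls in the primary single-dose screen; inactive means activation below 50%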;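 further: compound incubated with DTT at 0.8 mM final as the reducing agent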
TLR4 MyD88 comp – inhibitors of TLR4-MyD88 association in cells, primary screen, cell-based, HeLa CL3-4, BLA complementation, FRET ratio; HeLa CL3-4 TLR4/MyD88 BLA complementation; inhibition, % at 8.4 µM; 200,000 tested, 0.18% active; in the data active means inhibition above about 25%;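 further: 0% = vehicle and 100% = reference inhibitor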
Lmaj promast – Leishmania major promastigote growth inhibition, primary screen; Leishmania major promastigotes, resazurin fluorescence viability; inhibition, % at 10 µM; 200,000 tested, 9% active;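 further: promastigotes grown with compound for 44 hours at 28 °C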
Hsp70 activator – Hsp70 transcriptional activators, primary screen, cell-based, HeLa, Hsp70 promoter luciferase, luminescence, 10 µM. activation, % at 10 µM. AID 1203, 2008. 200,000 tested, 0.04% active. HeLa Hsp70 promoter luciferase reporter; scaled: vehicle 0, proteasome-inhibitor control 100%;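 active means activation above the mean across all tested compounds plus 3 SD, cutoff set per campaign, cut at about 5.5% in these data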;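 further: 100% = MG132 at 30 µM as the positive control and 0% = DMSO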
PMI act – activators of human PMI, primary screen, biochemical, fluorescence intensity, near-Km mannose 6-phosphate | Mannose-6-phosphate isomerase (Homo sapiens), P34949 | purified human PMI, coupled resazurin fluorescence, 20 min; stronger effect = higher value; 1 = vehicle control, 0 substrate-free wells | AID 1214, 2008 | activation factor at 20 µM | 190,000 tested, 0.005% active;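 active means activation factor of 2 or more at 20 µM, relative to plate controls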
Numbers without * were called inactive; / = not tested or not shown. Unless noted, no stated cut-off is given here; in the data, active means inhibition above about 50%; inactive means the rest.

SMILES	Diaphorase inh	RAM network inh	S1P3 antag	G6PDH counter	Diaph act CS	PMI act satM6P	Redox H2O2 prof	TLR4 MyD88 comp	Lmaj promast	Hsp70 activator	PMI act
CCSc1nnc(NC(=O)CSc2nnc(CNC(=O)c3ccccc3F)o2)s1	0	2.5	7	10	1	1.9	0.2	-7	85*	0.4	1.4
COc1ccc(-n2c(C)nc3cc(C(=O)NCc4ccc5c(c4)OCO5)ccc32)cc1	18	-0.9	-14	1	0.8	1	0.4	-1	83*	-0.2	0.9
Cc1ccc(-c2noc(CCC(=O)NC3CCN(Cc4ccccc4)CC3)n2)cc1	5	0.7	7	-3	0.9	1	0.2	-8	32	0.0	1.1
CCOC(=O)N1CCN(C(=O)COc2cccc3c2CCN(Cc2ccccc2F)C3=O)CC1	14	2.7	-1	16	0.9	0.9	0.1	-10	66*	-0.2	0.9
CCN(CC)C(=O)CSc1nnc(-c2ccccc2)o1	12	1.9	/	-2	0.9	1	0.2	2	-2	0.1	1
CCOC(=O)c1sc(NC(C)=O)cc1C	5	1.7	-1	-6	1	1	-0.2	-19	-3	0.2	1
N#CC(C(=O)OCc1ccccc1)c1nc2ccccc2nc1N1CCOCC1 (stereo unspecified)	20	2.0	-4	6	0.8	0.9	1.9	-5	7	-0.1	0.8
CCC(=O)N(Cc1cc2cc(OC)ccc2[nH]c1=O)c1ccc(C)cc1C	0	4.0	-28	4	1	1	0.0	2	24	-0.3	1.1
COc1ccc(NC(=O)CN(C)CC(=O)Nc2ccccc2SC)cc1Cl	7	0.0	-4	-7	0.9	1	0.8	-4	7	-0.3	0.9
COc1ccc(C(=O)N(Cc2ccccc2)Cc2cc3cc4c(cc3[nH]c2=O)OCCO4)cc1	0	4.2	/	8	1	0.9	2.0	9	28	-0.4	0.9
COCC(C)NC(=S)N1CCN(c2ccccc2Cl)CC1 (stereo unspecified)	14	-0.1	-7	6	0.9	0.9	-0.1	-5	7	-0.2	0.9
CCC(c1nnc(SCC(=O)NCCc2ccc(OC)c(OC)c2)n1Cc1ccccc1)N(C)C (stereo unspecified)	3	1.1	-15	11	1	1	-0.4	3	-1	0.0	1
CCOC(=O)CN1C(=O)C(O)(CC(=O)c2ccccn2)c2ccccc21 (stereo unspecified)	16	0.1	-21	13	0.8	0.8	-0.8	-3	-13	-0.2	0.9
O=c1[nH]nnc2sc3c(c12)CCCC3	7	0.1	/	1	0.9	1	-0.2	-5	1	-0.1	1
COc1ccc(C2CC(c3cccs3)=NN2C(=O)CSc2nnnn2C)cc1OC (stereo unspecified)	5	0.1	8	1	1	1	0.0	0	2	-0.4	1
CCCCN(CCCC)S(=O)(=O)c1ccc(NC(=O)c2ccc([N+](=O)[O-])cc2Cl)cc1	18	5.7	-1	16	0.8	0.9	0.0	7	100*	-0.2	0.8
CN(C)c1ccc(NC(=O)c2ccc(Cn3cc([N+](=O)[O-])cn3)cc2)cc1	13	1.7	-13	7	0.9	0.6	-0.5	2	41	-0.1	0.9
COc1ccc(CCNC(=O)C2CC(c3c(Cl)cccc3Cl)=NO2)cc1 (stereo unspecified)	9	1.7	/	8	0.9	1	-9.8	-23	1	0.2	1.1
Cc1cnn(-c2nc(-c3cccs3)cc(C(F)(F)F)n2)c1	23	-1.3	-1	-1	0.8	0.8	0.5	-1	8	-0.3	0.8
COc1cc(Nc2ccc(C)cc2)c([N+](=O)[O-])nc1[N+](=O)[O-]	14	0.5	/	4	0.9	0.9	0.4	18	15	-0.4	0.9
COc1ccc(/C=N/NC(=O)c2ccc(Cl)cc2)cc1Cn1cc(Cl)cn1	12	1.2	-33	-14	0.9	0.9	0.2	1	11	0.0	0.8
CCCn1nnnc1SCC(=O)N1CCOCC1	3	0.8	-16	5	1	1	-1.1	2	-4	0.3	1.1
Cc1cc(C)n2nc(C(=O)OCCOc3ccc(Br)cc3)nc2n1	15	0.5	-15	17	0.8	0.9	0.8	-4	-6	-0.5	0.9
O=C(COC(=O)c1ccco1)NC1CCCCC1	5	-0.1	-12	7	0.9	1.1	-0.5	0	-4	-0.4	1
COc1cc(CNC2CCCC2)c(Br)cc1OC1CCCC1	14	1.4	8	6	0.9	0.9	0.5	-3	37	-0.3	0.9
COC(=O)c1cc(N2CCN(C)CC2)nc2ccccc12	-3	2.3	-8	4	1	1.8	-1.1	-13	5	-0.2	1.6
Cc1cc(C)nc(-n2nc(C)c(C3(O)C(=O)Nc4ccccc43)c2N)n1 (stereo unspecified)	4	0.3	/	12	1	0.9	-1.1	0	-8	0.0	1
CCOC(=O)c1c(N)sc(C(=O)OC)c1C	-15	-0.8	-6	8	1.2	1.1	0.0	-10	-3	-0.2	1.1
Cn1nc(-c2ccccc2)c(CO)c1Oc1ccc(F)cc1	5	2.0	-6	-2	1	1	-1.1	1	1	0.0	1
N#Cc1c(N)nc2c(c1-c1cccs1)CCCC2	8	2.9	2	-1	0.9	1	0.2	-3	-5	-0.4	1
CC(C)c1ccc(CNCc2ccccc2)cc1	-9	-0.9	/	6	1.1	1.1	1.9	-2	80*	-0.1	1.1
CCOCc1nnc(NC(=O)c2cc(OC)cc(OC)c2)s1	10	0.1	-7	4	0.9	1	0.3	12	5	-0.2	1.1
Cc1cnc(C(=O)Nc2nnc(SCc3c(Cl)cccc3Cl)s2)cn1	10	4.3	-10	-7	0.9	1	0.1	-6	56*	-0.4	1.1
Cc1nc2c(C#N)cnn2c2c1CCN2CC1CCCO1 (stereo unspecified)	18	1.3	-13	-9	0.8	0.9	0.4	13	3	0.5	1.1
O=C(CSc1ncccn1)NCc1cccc(Cl)c1	-12	1.8	10	11	1.1	1.1	0.3	-6	-7	-0.1	1.1
CCOC(=O)C1CCCN(CC(=O)NC2CC2)C1 (stereo unspecified)	22	-0.9	-7	9	0.8	1	/	/	/	/	1
NS(=O)(=O)c1ccc(CCNC(=O)Nc2ccc(Cl)cc2)cc1	6	2.8	-3	7	0.9	1	-2.3	9	-4	-0.1	1
CC(=O)Nc1ccc(OC(F)(F)C(F)F)c(NC(C)=O)c1	3	0.2	/	1	1	1	0.0	-2	0	0.2	1
Cc1onc(-c2ccccc2)c1C(=O)NCCN1CCOCC1	2	1.0	8	0	1	1.1	-0.6	1	-5	0.0	1.1
C=CCOc1ccc(Oc2cc(C)nc(SC)n2)nn1	10	0.6	/	4	0.9	1.1	1.3	-4	-4	0.0	1
Cc1cc(C)nc(/N=C(\N)N2CCc3ccccc32)n1	/	0.4	-9	6	/	/	-0.3	3	3	0.0	/
COc1ccc(-c2cc(-c3cccs3)nc3sc(C#N)c(N)c23)cc1	2	4.8	10	5	1	1.1	0.0	17	8	-0.3	1.1
Cc1nnc(-c2cnn(-c3ccccc3)c2N)n1Cc1cccc(C(F)(F)F)c1	-4	0.3	/	9	1	1	1.5	-2	-6	0.2	1
CCN1CCc2c(OCC(=O)N3CCC(C)CC3)cccc2C1=O	2	4.1	-5	3	1	1.1	0.1	9	-7	-0.3	1.1
Cc1cc(/C=C2\C(=N)N3N=C(C(C)C)SC3=NC2=O)c(C)n1-c1ccccc1	11	5.5	-3	6	0.9	0.9	-0.8	4	0	0.1	0.9

Record cards, as listed above. Order of screens: Diaphorase inh | RAM network inh | S1P3 antag | G6PDH counter | Diaph act CS | PMI act satM6P | Redox H2O2 prof | TLR4 MyD88 comp | Lmaj promast | Hsp70 activator | PMI act
Record of C=CCOc1ccc(Oc2cc(C)nc(SC)n2)nn1 → 10 | 0.6 | / | 4 | 0.9 | 1.1 | 1.3 | -4 | -4 | 0.0 | 1
Record of COc1ccc(-c2cc(-c3cccs3)nc3sc(C#N)c(N)c23)cc1 → 2 | 4.8 | 10 | 5 | 1 | 1.1 | 0.0 | 17 | 8 | -0.3 | 1.1
Record of CC(C)c1ccc(CNCc2ccccc2)cc1 → -9 | -0.9 | / | 6 | 1.1 | 1.1 | 1.9 | -2 | 80* | -0.1 | 1.1

(cont.)
SMILES	Diaphorase inh	RAM network inh	S1P3 antag	G6PDH counter	Diaph act CS	PMI act satM6P	Redox H2O2 prof	TLR4 MyD88 comp	Lmaj promast	Hsp70 activator	PMI act
COCCNC(=S)N1CCOCC1	14	1.2	-1	13	0.9	0.8	0.4	3	-4	-0.3	0.8
CCc1ccc(C2N3CC4([N+](=O)[O-])CN2CC([N+](=O)[O-])(C3)C4(C)C)cc1 (stereo unspecified)	6	4.7	-11	9	0.9	1	0.3	-2	-6	-0.4	0.9
CCc1ccc(OCCOCC(O)CNC2CCCC2)cc1 (stereo unspecified)	9	1.7	5	5	0.9	1	-0.7	-18	60*	-0.2	1
CCN(CC)C(=O)CS(=O)CC(=O)Nc1cc(OCCOC)c(Cl)cc1Cl (stereo unspecified)	2	1.5	-16	9	1	1	-1.6	7	1	-0.2	0.9
Cc1ccc(Cl)cc1N1CCN(C(=O)CCC(=O)O)CC1	-6	0.5	/	6	1.1	1.1	0.3	-2	-7	-0.4	1
O=C(NC(=S)Nc1ccc(S(=O)(=O)Nc2nccs2)cc1)c1cccnc1	5	4.4	-8	6	0.9	1.1	0.0	-7	-6	0.1	1.1
COCCCN1C(=O)c2[nH]nc(-c3cc(C)cc(C)c3O)c2C1c1ccc(O)c(OC)c1 (stereo unspecified)	26	3.0	-7	8	0.7	0.8	-0.3	-5	9	-0.4	0.8
COc1ccc(CCNC(=O)CSc2ccc(-c3ccco3)nn2)cc1	12	2.4	-34	-2	0.9	0.9	-1.6	-11	-6	-0.2	1
COCCn1c(SCC(=O)c2c(-c3ccccc3)n(C)c3ccccc23)nnc1-c1ccncc1	6	1.5	-4	-23	0.9	1.1	0.0	-14	-3	-0.5	1.1
